STEP inh: STEP phosphatase inhibitors, primary screen, biochemical, fluorescence intensity, uHTS | Tyrosine-protein phosphatase non-receptor type 5 (Homo sapiens), P54829 | AID 588621, 2011 | actives 0.25% (n = 360,000) | inhibition, % at 20 µM | recombinant STEP, OMFP fluorogenic substrate;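 active means inhibition at 20 µM, scaled per plate between control wells, above about 37%, limit read from the data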;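 further: 0% = DMSO with enzyme and substrate and 100% = substrate only without enzyme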
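material = STEP tyrosine phosphatase | reagent = fluorogenic phosphatase substrate OMFP at 25 µM final | doses = single compound dose of 20 µM, 1% DMSO final | schedule = 20 min reaction, room temperature, in the dark | measured by = fluorescence, 480/540 nm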
NadD inh: inhibitors of S. aureus NadD, primary screen, biochemical, colorimetric, uHTS; Nicotinate-nucleotide adenylyltransferase NadD (Staphylococcus aureus N315); purified NadD enzyme, colorimetric absorbance read-out; inhibition, % at 20 µM; actives 0.78% (n = 360,000); in the data active means inhibition above about 26%; further: some compounds past the cut are filed as inactive
Rpn11 block: Rpn11 (PSMD14) deubiquitinase inhibitors, primary screen, biochemical, fluorescence polarization, uHTS. 26S proteasome non-ATPase regulatory subunit 14 (Homo sapiens), O00487. AID 588493, 2011. actives 0.59% (n = 360,000). human 26S proteasome, Ub4-pepOG fluorescence polarization; 20S core pre-blocked with epoxomicin. calls only at 20 µM;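 active means inhibition at 20 µM, scaled to each plate's controls, above about 33%, limit read from the data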
Target sequence (O00487 whole entry, looked up): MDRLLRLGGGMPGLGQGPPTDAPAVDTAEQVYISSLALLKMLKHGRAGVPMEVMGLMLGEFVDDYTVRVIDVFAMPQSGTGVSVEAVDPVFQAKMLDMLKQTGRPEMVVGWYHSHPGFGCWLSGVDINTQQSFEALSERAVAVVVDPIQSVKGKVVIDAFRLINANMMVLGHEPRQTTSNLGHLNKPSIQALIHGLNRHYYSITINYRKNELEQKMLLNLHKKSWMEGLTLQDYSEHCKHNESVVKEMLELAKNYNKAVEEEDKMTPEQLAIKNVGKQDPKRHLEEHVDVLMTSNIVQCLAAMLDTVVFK
DNMT1 inh: human DNMT1 methyltransferase inhibitors, primary screen, biochemical, molecular beacon, fluorescence, HinP1I cleavage, uHTS; DNA (cytosine-5)-methyltransferase 1 (Homo sapiens), P26358; inhibition (reported as % activation of signal), % at 10 µM; actives 0.83% (n = 360,000); AID 588458, 2011; in the data active means inhibition above about 50%
Scp1 inh: Scp-1 phosphatase inhibitors, primary screen, biochemical, colorimetric, uHTS; Recombinant Scp1, phosphopeptide, malachite green phosphate absorbance; inhibition, % at 20 µM; actives 0.88% (n = 340,000); AID 493091, 2011;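 active means inhibition above about 50% at 20 µM, limit read from the data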;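 further: plate controls were DMSO wells with enzyme for no effect and wells lacking enzyme for full effect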
Target sequence (Q9GZU7 76-261 limits assumed): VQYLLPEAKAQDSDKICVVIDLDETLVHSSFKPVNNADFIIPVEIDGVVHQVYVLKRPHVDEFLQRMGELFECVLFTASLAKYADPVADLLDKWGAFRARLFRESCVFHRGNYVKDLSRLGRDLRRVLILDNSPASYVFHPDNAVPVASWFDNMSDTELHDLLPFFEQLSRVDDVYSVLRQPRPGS
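System: SCP-1 catalytic domain; Reagent: Phospho 17-mer peptide substrate; Doses: one concentration, 20 µM, with 1.0% DMSO; Incubation: 45 min room-temperature reaction, 5 min colour, 30 min stabiliser; Signal: Phosphate-binding colour reagent, absorbance read at 630 nm.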
SUMO1-SIM PPI: modulators of SUMO1 protein-protein interactions, primary screen, biochemical, uHTS; Small ubiquitin-related modifier 1 (Homo sapiens), P63165; SUMO1 binding to a labelled peptide, TR-FRET, 1 h; inhibition, % at 20 µM; actives 0.33% (n = 360,000); in the data active means inhibition above about 37%
LMPTP block: LMPTP phosphatase inhibitors, primary screen, biochemical, fluorescence intensity, uHTS. Low molecular weight phosphotyrosine protein phosphatase (Homo sapiens), P24666. recombinant LMPTP-A, OMFP fluorogenic substrate. inhibition, % at 20 µM. actives 0.22% (n = 360,000);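 active means compounds that cut the enzyme signal by at least half of the control window in the single-dose screen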;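 further: plate controls were DMSO wells with enzyme plus substrate for no effect and substrate without enzyme for full effect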
Target sequence (P24666 whole entry, looked up): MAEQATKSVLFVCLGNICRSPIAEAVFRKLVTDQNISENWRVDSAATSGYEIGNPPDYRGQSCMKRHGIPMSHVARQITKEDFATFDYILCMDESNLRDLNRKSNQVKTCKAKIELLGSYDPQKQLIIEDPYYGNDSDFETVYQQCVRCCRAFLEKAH
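Buffer or medium: Bis-Tris pH 6.0, DTT, detergent; Assay system: LMPTP-A enzyme; Quantity: 0.625 nM enzyme; Detection: endpoint fluorescence intensity; Times: 50 min dark incubation at room temperature; Controls: substrate-only low control, DMSO enzyme-plus-substrate high control; Doses: single 20 µM dose; Read-out: percent inhibition versus substrate-only and uninhibited controls; Reagent: 400 µM OMFP.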
Tb MetRS inh: T. brucei MetRS inhibitors, primary screen, biochemical, luminescence; methionyl-tRNA synthetase (Trypanosoma brucei brucei); purified T. brucei MetRS, ATP depletion, Kinase-Glo luminescence; inhibition, % at 11.9 µM; actives 0.4% (n = 360,000);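 active means inhibition above a per-plate cutoff of the control wells' mean inhibition plus 3 SD, cut at about 5.5% in these data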;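 further: 0% = DMSO wells median and 100% = median of wells with control inhibitor compound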
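Material – parasite MetRS enzyme · Medium – HEPES-MgCl2-KCl buffer plus DTT, spermine, BSA, pyrophosphatase · Reagent – ATP, methionine and E. coli bulk tRNA substrates · Times – 15 min enzyme-compound preincubation, 2 h reaction, 10 min detection, 25 °C · Measured by – luminescence of leftover ATP · Evaluation – percent inhibition relative to median high and low control wells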
MsrA inhibitor: bovine MsrA enzyme inhibitors, primary screen, biochemical, absorbance, HTS; Methionine sulfoxide reductase A (Bos taurus); purified bovine MsrA, absorbance read-out; inhibition, % at 15.5 µM; actives 0.75% (n = 360,000); in the data active means inhibition above about 4.5%;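 further: 0% = vehicle wells with enzyme and 100% = reference inhibitor wells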
CSN deneddyl inh: inhibitors of CSN-mediated cullin deneddylation, primary screen, biochemical, fluorescence polarization, uHTS; COP9 signalosome complex subunit 5 (Homo sapiens), Q92905; Purified CSN, SCF-Nedd8-OG deneddylation; inhibition, % at 12.5 µM; actives 0.38% (n = 360,000); AID 651999, 2013;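 active means pattern-corrected inhibition above about 35%, with an unprinted fluorescence ratio check between 0.5 and 1.5, limit read from the data, passing the limit was not always enough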;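 further: 0% = enzyme with substrate and 100% = substrate without enzyme; some results filed as inactive read as strong as hits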
Target sequence (Q92905 whole entry, looked up, one chain of several): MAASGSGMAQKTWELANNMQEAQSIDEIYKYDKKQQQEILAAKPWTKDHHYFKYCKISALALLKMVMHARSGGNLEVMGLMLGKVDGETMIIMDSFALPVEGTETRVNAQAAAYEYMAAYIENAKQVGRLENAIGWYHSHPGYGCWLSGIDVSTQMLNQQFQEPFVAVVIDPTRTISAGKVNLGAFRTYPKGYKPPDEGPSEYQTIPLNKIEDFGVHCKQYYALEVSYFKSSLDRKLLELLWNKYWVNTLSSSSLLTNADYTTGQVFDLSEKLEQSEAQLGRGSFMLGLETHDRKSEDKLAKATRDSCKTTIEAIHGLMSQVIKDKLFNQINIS
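assay system = purified human Csn5 enzyme expressed in HEK293T cells | amount = 0.24 nM enzyme | buffer or medium = Tris/NaCl/DTT buffer, pH 7.5 | reagent = 10 nM SCFSkp2-Nedd8OG | compound = one concentration, 12.5 µM, 0.25% DMSO | times = 90 min reaction at room temperature | signal = FP | read-out basis = % inhibition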
The depositor's hits bear a star; i = inactive; · = no result given; & = joins results of further samples.

SMILES	STEP inh	NadD inh	Rpn11 block	DNMT1 inh	Scp1 inh	SUMO1-SIM PPI	LMPTP block	Tb MetRS inh	MsrA inhibitor	CSN deneddyl inh
CC(CCc1ccccc1)NC(=O)c1cncc(Br)c1 (centres undefined)	0	-1	i	-1	0	-1	-0.7	-0.4	-0.3	-3
C=CCn1ccc2c([N+](=O)[O-])cccc2c1=O	-1	-3	i	1	-1	-19	-1.2	-0.8	0.0	4
Cc1cnc(CNC(=O)c2ccc3oc(Cc4ccc(Cl)cc4)nc3c2)cn1	-1	-6	i	2	-5	1	2.2	-0.6	-0.6	4
COc1cc(Nc2ccccn2)cc(C(=O)Nc2cccc(C(F)(F)F)c2)c1	-2&-1	-4&-1	i	-13&0	6	3&3	3.7&1.7	-2.2&-0.5	1.0&-0.1	-7&-1
CCn1c(SCC(=O)Nc2nc(C)cs2)nnc1-c1cccnc1	-1	-2	i	-2	0	3	-2.3	0.1	-1.9	0
OC(CNCc1ccccc1)COCc1ccc(Cl)cc1 (centres undefined)	-3	-9	i	1	-15	-1	-0.4	-0.5	0.2	-2
CN(C)CCCNC(=O)c1cc(C(=O)Cc2ccc(Cl)cc2)c[nH]1	2	0	i	-1	-10	4	-2.7	0.1	0.1	1
Cc1noc(C)c1NC(=O)N(C)C[C@H]1OCCCC[C@@H](C)Oc2ccc(NC(=O)c3ccccc3)cc2C(=O)N([C@H](C)CO)C[C@@H]1C	0	12	i	3	·	-1	-2.0	1.2	0.1	6
Cc1ccccc1N(Cc1cc(=O)[nH]c2ccccc12)C(=O)CCl	0	-6	i	6	·	0	1.8	0.2	0.1	-3
Cc1ccccc1Cn1c(CN2CCN(C(=O)c3ccco3)CC2)nc2c1c(=O)n(C)c(=O)n2C	-1	5	i	-1	6	7	-1.0	-1.7	-0.1	3
Cc1csc(NC(=O)C(C)Oc2ccc(Cl)cc2C)n1 (centres undefined)	-2	-1	i	1	-6	3	0.5	-0.1	0.2	2
O=C(NCCc1c[nH]c2ccccc12)OC1CC2CC1[C@H]1CCCCN1C2=O (some centres undefined)	·	-3	·	·	·	4	-1.6	-1.2	0.9	4
CCC(Cc1ccccc1)NS(=O)(=O)c1c(C)nc2scc(C)n2c1=O (centres undefined)	-4	0	i	-1	-3	-5	-1.3	-0.6	1.6	1
C=CCc1cc(C)ccc1OCC(O)CN1CCN(c2ccccc2)CC1 (centres undefined)	1	-4	i	2	-6	-3	-0.6	0.2	-0.8	0
CCCSc1nsc(SCCC)c1C(N)=O	1	-6	i	-2	8	-2	-1.9	-0.5	-0.7	5
O=[N+]([O-])c1ccccc1Nc1ccccc1[N+](=O)[O-]	5	6	i	-1	-5	-26	6.7	-0.2	0.0	-2
CCNC(=S)NS(=O)(=O)c1ccc(CC)cc1	1	1	i	1	2	4	-0.4	-0.2	-1.6	-5
OCC1(CCOc2ccccc2)CCN(Cc2ccccc2C(F)(F)F)CC1	-1	-8	i	0	-5	2	-2.3	-0.1	0.4	3
COc1ccc(Nc2nc(N)nc(CSC(=S)N3CCOCC3)n2)cc1	3	-5	i	-4	-6	0	-0.8	-0.2	1.6	3
O=C(CSc1nc(-c2ccccc2)c(-c2ccccc2)[nH]1)NCCN1C(=O)CSC1=O	-5	5	i	-2	-3	2	1.0	-0.2	-0.5	-2
CCC(=O)N(NC1=NS(=O)(=O)c2ccccc21)S(=O)(=O)c1ccc(C)cc1	2	0	i	1	-3	-3	-1.3	-0.5	-0.5	2
Cc1cccc(Nc2nc(N)c([N+](=O)[O-])c(N3CC(C)OC(C)C3)n2)c1 (centres undefined)	0	2	i	-2	-1	-3	2.2	-0.7	0.9	7
CCc1nc2ccccc2n1CCC(C)C	0	0	i	3	6	0	9.3	-0.9	-0.3	2
O=C(OCc1nc2ccccc2s1)c1ccco1	4	-3	i	1	-3	3	-0.4	0.1	1.4	-1
CCOC(=O)CCn1c(=S)n(CCC(=O)OCC)c2ccccc21	0	-6	i	-3	-2	2	0.0	-0.4	-0.5	-3
O=C(CN(Cc1ccccc1)S(=O)(=O)c1ccc2c(c1)OCCO2)N/N=C/c1cccc(Br)c1	-4	8	i	-18	-13	6	3.8	-0.4	0.4	-3
COc1cc2nnn(-c3ccncc3)c2cc1OC	-1	-1	i	4	·	-3	-0.4	0.1	0.1	2
CCCCN1C(=O)C(CC(=O)NCCCN(C)C)CC(C(=O)N(C)C)=C1C (centres undefined)	0	5	i	6	·	-4	-8.7	-0.2	0.4	-1
COC(=O)c1ccc(CN2CCN(CC(C)C)C(CCO)C2)cc1 (centres undefined)	1	-8	i	0	-4	-3	-1.1	-0.5	-1.0	3
COc1ccc(C(C#N)Nc2ccccc2C)cc1 (centres undefined)	-6	1	i	1	-2	0	-1.0	-1.5	0.3	1

The last two compounds of the section before come first, to join the parts.
SMILES	STEP inh	NadD inh	Rpn11 block	DNMT1 inh	Scp1 inh	SUMO1-SIM PPI	LMPTP block	Tb MetRS inh	MsrA inhibitor	CSN deneddyl inh
COC(=O)c1ccc(CN2CCN(CC(C)C)C(CCO)C2)cc1 (centres undefined)	1	-8	i	0	-4	-3	-1.1	-0.5	-1.0	3
COc1ccc(C(C#N)Nc2ccccc2C)cc1 (centres undefined)	-6	1	i	1	-2	0	-1.0	-1.5	0.3	1
Cc1cccc(C(=O)OCC(=O)NC(=O)NCc2ccccc2)c1	-2	-11	i	5	-2	-2	1.8	-0.4	0.3	-1
O=C1NC[C@@H](CCCCN2C[C@H](Cc3ccc(O)cc3)N(CC3CCCCC3)C(=O)C2=O)N(CCC2CCCCC2)C1=O	·	27	·	·	·	4	0.3	-0.1	-0.8	-4
CCOC(=O)N1CCN(C(=O)CNC(=O)Cc2ccc(Cl)cc2)CC1	0	7	i	1	-3	-1	-2.9	-0.3	-0.2	0
C[C@H]1O[C@H](C2CCCC2)CC2=C1C(=O)OC(C)(C)O2	·	1	·	·	·	5	-1.3	0.2	-0.8	1
Cc1cc(/C(N)=N/OC(=O)Nc2cccc(C(F)(F)F)c2)no1	-3	0	i	5	-10	0	-2.0	3.2	0.2	4
CCc1ccc(/C=N/NC(=O)c2cc(-c3ccccc3OC)nc3ccccc23)s1	1	28	i	-8	-5	-10	2.6	-0.1	2.2	1
COc1ccc(CN2CCSCC2)c(OC)c1C	-2	1	i	-3	-7	2	-0.9	-0.6	1.0	2
Cn1cnnc1-c1cccc(NS(=O)(=O)c2ccc(N3CCCC3=O)cc2)c1	-2	7	i	0	-2	-1	0.7	-0.3	1.2	-1
COc1ccc(OCCCC(=O)Nc2ccc(S(=O)(=O)N3CCOCC3)cc2)cc1	2	-6	i	2	-11	3	0.3	-0.3	-0.2	-1
Cc1ccc(NC(=O)CSc2nnc(C)n2-c2ccccc2)cc1	-2	0	i	24	-12	0	0.3	-1.2	-1.2	-1
CC(=O)Nc1cccc(NC(=O)c2ccc3c(c2)CCN3S(=O)(=O)c2ccccc2)c1	0	-5	i	-7	-14	5	1.9	0.2	0.0	0
CCOC(=O)C1=C(C)N=c2s/c(=C\c3cccc(OCC(=O)O)c3)c(=O)n2C1c1ccccc1OC (centres undefined)	2	9	i	-12	61*	-3	1.4	-1.0	0.2	34
Cc1ccc(C(=O)COc2nc(C)cc(C)c2C#N)cc1	-1	-5	i	-1	-5	3	-0.3	1.5	0.0	1
COc1cccc(C2CC(c3ccccc3Cl)n3nnnc3N2)c1 (centres undefined)	1	-3	i	0	-5	0	-2.6	-0.5	1.3	-1
Cn1c(NC(=O)c2cccnc2)nc2ccccc21	-2	-3	i	-1	-2	0	-1.5	-1.6	1.7	-7
CCCN1CCN(c2nc(-c3cccs3)nc3ccccc23)CC1	2	-1	i	20	-5	-5	-1.8	-0.5	1.3	-4
CCCS(=O)(=O)NC(=O)C1(C)CCN(C(=O)Cc2cccc(OC)c2)C1 (centres undefined)	-2	-3	i	2	·	3	-2.4	-0.3	0.1	0

In the list so far, these have a Cl atom:
SMILES	STEP inh	NadD inh	Rpn11 block	DNMT1 inh	Scp1 inh	SUMO1-SIM PPI	LMPTP block	Tb MetRS inh	MsrA inhibitor	CSN deneddyl inh
Cc1cnc(CNC(=O)c2ccc3oc(Cc4ccc(Cl)cc4)nc3c2)cn1	-1	-6	i	2	-5	1	2.2	-0.6	-0.6	4
OC(CNCc1ccccc1)COCc1ccc(Cl)cc1 (centres undefined)	-3	-9	i	1	-15	-1	-0.4	-0.5	0.2	-2
CN(C)CCCNC(=O)c1cc(C(=O)Cc2ccc(Cl)cc2)c[nH]1	2	0	i	-1	-10	4	-2.7	0.1	0.1	1
Cc1ccccc1N(Cc1cc(=O)[nH]c2ccccc12)C(=O)CCl	0	-6	i	6	·	0	1.8	0.2	0.1	-3
Cc1csc(NC(=O)C(C)Oc2ccc(Cl)cc2C)n1 (centres undefined)	-2	-1	i	1	-6	3	0.5	-0.1	0.2	2
CCOC(=O)N1CCN(C(=O)CNC(=O)Cc2ccc(Cl)cc2)CC1	0	7	i	1	-3	-1	-2.9	-0.3	-0.2	0
COc1cccc(C2CC(c3ccccc3Cl)n3nnnc3N2)c1 (centres undefined)	1	-3	i	0	-5	0	-2.6	-0.5	1.3	-1
